Growth percent in the NCI-60 one-dose screen (48 h, 10 µM unless noted): 100 = growth as untreated, 0 = no growth, -100 = all killed.
HOP-62: HOP-62 NSCLC; 80,000 compounds, 3.9% hits
CCRF-CEM: CCRF-CEM leukemia; 77,000 compounds, 7% hits
A549/ATCC: A549/ATCC NSCLC. 81,000 compounds, 3.7% hits. AID 1794740
EKVX: EKVX NSCLC; 71,000 compounds, 3% hits; AID 1794765
RPMI-8226: RPMI-8226 leukemia cells; 77,000 compounds, 7.5% hits
MOLT-4: MOLT-4 leukemia cells. 80,000 compounds, 6.9% hits. AID 1794779
HOP-92: HOP-92 NSCLC cells. AID 1794738. 71,000 compounds, 6.3% hits
M14: M14 melanoma. 80,000 compounds, 6.2% hits
An asterisk follows results filed as active; nt = no result given; & = joins results of further samples. The calls were made as follows: active = growth percent below 10; inactive = the rest.

Sample of the layout:
SMILES | HOP-62 | CCRF-CEM | A549/ATCC | EKVX | RPMI-8226 | MOLT-4 | HOP-92 | M14
CCOC(=O)C1CC(=O)c2ccccc2C1c1ccccc1 (configuration not stated) | nt | 110 | nt | 110 | 112 | 95 | 66 | 111
CC(=O)C1CCC2C3CC(F)C4=CC(=O)CCC4(C)C3C(O)CC12C (configuration not stated) | 93 | 94 | 82 | nt | 83 | 86 | nt | 94
O=C(O)CCCc1cccc2ccccc12 | 100 | 89 | 108 | 116 | 101 | 112 | 84 | 100
c1ccc2c([C@H]3CCCCCCCC[C@@H](c4c[nH]c5ccccc45)c4c3[nH]c3ccccc43)c[nH]c2c1 | 67 | 52 | 67 | 68 | 65 | 42 | 83 | 71
CCOC(=O)C(N)Cc1c[nH]c2ccccc12 (configuration not stated) | 76 | 96 | 94 | 100 | 103 | 95 | 85 | 94
O=C(O)/C=C\c1cc2c(cc1[N+](=O)[O-])OCO2 | 91 | 117 | 99 | 102 | 119 | 102 | nt | 102
CC(/C=C/C=C(\C)[C@H](O)[C@H](C)C(=O)O[C@H]1C[C@H](C)C=C2C=C[C@@]3(C)O[C@@H](O)CC(=O)[C@]3(C)[C@H]21)=C\C=C\C(=O)O | -3.7* | 8.6* | 3.6* | -0.9* | 28 | 1.4* | -14* | -51*
O=C(CCl)OCCCCCOC(=O)CCl | 112 | 107 | 100 | 101 | 108 | 109 | 125 | 100
CCN(CC)CCC(O)(Cc1ccccc1)C(C(=O)O)c1ccccc1 (configuration not stated) | 99 | 110 | 100 | 100 | 113 | 92 | 104 | 104
S=C(NCCc1ccccc1)Nc1ncccn1 | 105 | 92 | 101 | 106 | 95 | 107 | nt | 105
O=C(Nc1ccncc1)C(=O)c1cn(S(=O)(=O)c2cccc(F)c2)c2ccccc12 | 53 | 39 | 67 | 35 | 30 | 35 | nt | 27
O=C1c2ccccc2C(=O)c2c1oc1c2c(=O)[nH]c2ccccc21 | 119 | 21 | 97 | 27 | 63 | 5.6* | 71 | 73

The whole of this part, from the first entry:
SMILES | HOP-62 | CCRF-CEM | A549/ATCC | EKVX | RPMI-8226 | MOLT-4 | HOP-92 | M14
CCOC(=O)C1CC(=O)c2ccccc2C1c1ccccc1 (configuration not stated) | nt | 110 | nt | 110 | 112 | 95 | 66 | 111
CC(=O)C1CCC2C3CC(F)C4=CC(=O)CCC4(C)C3C(O)CC12C (configuration not stated) | 93 | 94 | 82 | nt | 83 | 86 | nt | 94
O=C(O)CCCc1cccc2ccccc12 | 100 | 89 | 108 | 116 | 101 | 112 | 84 | 100
c1ccc2c([C@H]3CCCCCCCC[C@@H](c4c[nH]c5ccccc45)c4c3[nH]c3ccccc43)c[nH]c2c1 | 67 | 52 | 67 | 68 | 65 | 42 | 83 | 71
CCOC(=O)C(N)Cc1c[nH]c2ccccc12 (configuration not stated) | 76 | 96 | 94 | 100 | 103 | 95 | 85 | 94
O=C(O)/C=C\c1cc2c(cc1[N+](=O)[O-])OCO2 | 91 | 117 | 99 | 102 | 119 | 102 | nt | 102
CC(/C=C/C=C(\C)[C@H](O)[C@H](C)C(=O)O[C@H]1C[C@H](C)C=C2C=C[C@@]3(C)O[C@@H](O)CC(=O)[C@]3(C)[C@H]21)=C\C=C\C(=O)O | -3.7* | 8.6* | 3.6* | -0.9* | 28 | 1.4* | -14* | -51*
O=C(CCl)OCCCCCOC(=O)CCl | 112 | 107 | 100 | 101 | 108 | 109 | 125 | 100
CCN(CC)CCC(O)(Cc1ccccc1)C(C(=O)O)c1ccccc1 (configuration not stated) | 99 | 110 | 100 | 100 | 113 | 92 | 104 | 104
S=C(NCCc1ccccc1)Nc1ncccn1 | 105 | 92 | 101 | 106 | 95 | 107 | nt | 105
O=C(Nc1ccncc1)C(=O)c1cn(S(=O)(=O)c2cccc(F)c2)c2ccccc12 | 53 | 39 | 67 | 35 | 30 | 35 | nt | 27
O=C1c2ccccc2C(=O)c2c1oc1c2c(=O)[nH]c2ccccc21 | 119 | 21 | 97 | 27 | 63 | 5.6* | 71 | 73
CC(=O)Nc1nc(C)c(-c2n[nH]c(=S)n2C)s1 | nt | 96 | 99 | 98 | nt | 86 | 102 | 100
Cc1cc(=O)n2n1-c1ccc(Br)cc1N=C(OCCCCl)C2 | 91 | nt | 83 | 95 | 102 | 80 | 118 | 100
COc1cc(CNC(=O)CCCC/C=C/C(C)C)ccc1OCc1cn(-c2ccccc2OC)nn1 | 89 | 84 | 86 | 89 | 71 | 80 | 72 | 97
CCOC(=O)Nc1ccc(N=Nc2ccccc2)cc1 | 70 | nt | 43 | 75 | nt | 54 | nt | 87
COc1ncc(-c2ccc3nc(N)n(-c4ccccc4C(F)(F)F)c(=O)c3c2)cc1S(=O)(=O)Nc1ccc(F)cc1F | 82 | 25 | 29 | 21 | 2.6* | 75 | 25 | 8.9*
CC/C(=C(/c1ccc(Cl)cc1)c1ccc(OCCN2CCCCC2)cc1)c1ccccc1 | 100 | 53 | 66 | 73 | 61 | 69 | 68 | 80
CCc1ccccc1-n1c(N)c(C#N)c(-c2ccccc2Cl)c(C#N)c1=O | 99 | 99 | 111 | 104 | 96 | 100 | 74 | 103
O=C(c1ccncc1)N1N=C(c2ccc(Cl)cc2)CC1c1c[nH]c2ccccc12 (configuration not stated) | 75 | 57 | 95 | nt | nt | 75 | 95 | 95
COc1cc(-c2c3c(c(Br)n2Cc2ccccc2)-c2nc(N)sc2CC3)cc(OC)c1OC | 88 | 44 | 83 | nt | 72 | 51 | 76 | 90
O=C/C=C/C1CC=CCC1 (configuration not stated) | 99 | 67 | 89 | 92 | 90 | 101 | 71 | 98
CCn1cc(C2=C(c3c[nH]c4ccccc34)C(=O)N(O)C2=O)c2cc(Br)ccc21 | 91 | 98 | 98 | 93 | 67 | 76 | 90 | 104
CCSc1nnc(-c2ccc3ccccc3c2O)n1-c1ccc(Cl)cc1 | 52 | 24 | 29 | nt | 42 | 33 | 64 | 53
Cc1cc(C)cc(NC(=O)CSc2nnc(-c3ccc(NC(=O)c4cccnc4)cc3)n2N)c1 | 107 | 102 | 104 | 105 | nt | 101 | 98 | 99
Cc1cc(O)c(C(C)C)cc1S(=O)(=O)O | 97&98&106 | 97&100 | 106&104&104 | 107&106 | 104&103&102 | 102&101&107 | 85 | 109&105
COc1ccc(/C(C)=N/N=C2C(=O)N(Cc3ccccc3)c3ccc(Cl)cc32)cc1S(N)(=O)=O | 108 | 43 | 81 | 79 | 44 | 39 | 67 | 87
O=C1Nc2ccccc2/C1=C/c1ccc[nH]1 | 79 | 109 | 93 | 33 | 98 | 101 | 104 | 90
CCN1CCN(C(=S)SC(SC(=S)N2CCN(CC)CC2)C(=O)c2nnn(-c3ccc(Cl)cc3)c2C)CC1 | 103 | 83 | 106 | 110 | 87 | 87 | 98 | 100
O=Cc1ccc([N+](=O)[O-])o1 | 104&116 | 107&94 | 108&98 | 102 | 105&104 | 94&90 | 103&102 | 96&91
CCn1c2ccc(Br)cc2c2c3c(c4c5ccccc5ccc4c21)C(=O)N(C(=O)OC(C)(C)C)C3=O | 93 | nt | 92 | 95 | nt | 84 | nt | 94
O=C(Nc1ccccn1)C(O)c1ccccc1 (configuration not stated) | 127 | 113 | nt | 100 | 119 | 109 | nt | 107
Nc1nc2ncc(CNc3ccc(C(=O)N[C@@H](CCC(=O)O)C(=O)O)cc3)nc2c(=O)[nH]1 | 111 | nt | 100 | 94 | nt | 105 | nt | 98
O=C1O/C(=C\c2ccccc2)c2c(Br)c(Br)c(Br)c(Br)c21 | 92 | nt | 98 | 99 | 99 | 116 | 75 | 104
CCOC(=O)c1sc(NCC(=O)Nc2ccc(Br)cc2)c(C(=O)OCC)c1C | 107 | 61 | 96 | 81 | 80 | 82 | 81 | 97
Cc1cc(O)c(C(C)C)cc1NC(=O)Nc1ccc([N+](=O)[O-])cc1 | 121 | 99 | 90&93 | 96&92 | 90&93 | 94 | 103&107 | 102&103
Cc1ccc(S(=O)(=O)C/C(=N\NC(=O)c2ccc(S(N)(=O)=O)cc2)c2cc3ccccc3o2)cc1 | 105 | 116 | 95 | 95 | 89 | 97 | 75 | 101
[O-][n+]1onc(-c2ccccc2)c1N=C/C=C/c1ccccc1 | 96 | 94 | 103 | 94 | 98 | 101 | nt | 95
COc1ccc2c(c1)[n+]([O-])c(C#N)c(NC(=O)c1ccco1)[n+]2[O-] | 94 | 220 | 111 | 119 | nt | 93 | nt | 104
O=C(O)CCCC1CCCCC1 | 104 | 95 | 97 | nt | 98 | 88 | 101 | 103
CN1C(Cl)=NS(=O)(=O)c2ccccc21 | 101 | 103 | 93 | 97 | 110 | 108 | 100 | 102
CN1CCN(c2nc(-c3csc(-c4ccncc4)n3)cc3ccccc23)CC1 | 85 | 27 | 71 | 74 | 47 | 41 | 15 | -19*
O=C(NC(=S)Nc1ccc(-c2ccccc2)cc1)c1ccccc1 | 113 | nt | 98 | 99 | 97 | 86 | 93 | nt
O=C(c1ccc(-n2c(=O)[nH]c3ccccc3c2=O)cc1)N1c2ccccc2Sc2ccccc21 | 136 | 85 | 98 | 75 | 83 | nt | 50 | 94
CN(C)CCCN(Cc1ccccc1O)C(=S)Nc1ccccc1 | 111 | 106 | 108 | nt | 99 | 100 | 99 | 113
NS(=O)(=O)c1ccc(-n2ncc3c(=O)[nH]c(CN4CCN(c5cc6c(cc5F)c(=O)c(C(=O)O)cn6C5CC5)CC4)nc32)cc1 | 113 | 93 | 104 | 93 | 105 | 97 | 88 | 93
CCCCOc1ccc(CCC(=O)O)cc1OCCCC | 105 | 93 | 96 | 91 | 101 | 96 | 96 | 101
N#Cc1ccc(-c2ccc(-c3cccs3)s2)nc1 | 96 | nt | nt | nt | 86 | 84 | nt | 105
CC(=O)O[C@@H]1C2CCC3C(CC[C@@]4(C)C3CC[C@@H]4C(C)N(C)C)[C@@]2(C)CC[C@@H]1NC(=O)C=C(C)C (some centres not stated) | -26* | -12* | 32 | 31 | nt | -51* | 24 | -44*
Nc1ccc(-c2cc(-c3ccccn3)n(C=O)n2)cc1 | 97 | 104 | 103 | 100 | 73 | 97 | 95 | 108

(more compounds)
SMILES | HOP-62 | CCRF-CEM | A549/ATCC | EKVX | RPMI-8226 | MOLT-4 | HOP-92 | M14
COc1ccc(C(=O)c2ccc(C)cc2)c(OC)c1OC | 78 | 89 | 78 | 93 | 89 | 47 | 86 | 61
COC(=O)N[C@@H](C)CNc1nccc(-c2sc(C(C)(C)C)nc2-c2cccc(NS(=O)(=O)c3c(F)cccc3F)c2F)n1 | 70 | 46 | 43 | 85 | 106 | 57 | 94 | 23
O=C(O)CCCCC1CCCCC1 | 96 | 99 | 102 | nt | 107 | 86 | 95 | 94
CNC(=O)c1ccccc1O | 101 | 101 | 107 | 98 | 102 | 103 | 98 | 98
CC(=O)N=C1N(/C=C2\C(=O)Oc3ccccc3C2=O)C(=O)/C(=C/c2cccc([N+](=O)[O-])c2)N1C | 93 | 109 | 109 | 82 | 103 | 101 | 88 | 100
CCCCCC1CCCCN1C(=O)OCC (configuration not stated) | 117 | 97 | 105 | 124 | 103 | 80 | 76 | 97
Cc1c(/C=C2\Oc3ccc4ccccc4c3C2=O)c(=O)n(-c2ccccc2)n1C | 104 | 99 | 90 | 107 | 90 | 84 | 90 | 104
Cc1ccccc1NC(=O)c1sc2nc3c(cc2c1N)CN(CCc1ccccc1)CC3 | 98 | 92 | 98 | 82 | 84 | 93 | 89 | 96
CCOC(=O)c1c(NC(=O)c2ccccc2)sc2c(O)c(CN(CC)CC)ccc12 | -17* | 5.8* | 11 | nt | 18 | 14 | 46 | 14
Cc1ccccc1-n1c(C)nc2ccc(N3CCCNC3=O)cc2c1=O | 93 | 111 | 110 | 97 | 108 | 101 | 105 | 99
COc1cc(C2=N/C(=C\c3cc4cc(Oc5ccccc5)ccc4nc3OC)C(=O)N2)cc(OC)c1OC | 91 | 91 | 88 | 99 | 85 | 81 | 93 | 94
COc1cc(/C=N/Nc2ccc(C)cc2)cc(OC)c1OC | 105 | 112 | 108 | 106 | 119 | 114 | 111 | 105
O=C(Cn1cc(CN2C(=O)c3ccccc3S2(=O)=O)nn1)Nc1cccc(Cl)c1 | 125 | 104 | 111 | 103 | 104 | 107 | 105 | 100
FC(F)(F)c1ccc(CNc2ccc(Cc3c[nH]c4ncc(Cl)cc34)cn2)cn1 | 23 | 23 | 5.2* | 30 | 26 | 7.2* | 38 | 12
O=C(O)CC/C(=N\Nc1ccc([N+](=O)[O-])cc1[N+](=O)[O-])C(=O)O | 101 | 99 | 100 | 107 | 102 | 99 | 99 | 102
O=C1OC2(OC(=O)c3ccccc32)Oc2ccc(F)cc21 (configuration not stated) | 106 | 106 | 104 | 92 | 105 | 113 | 104 | 98

Source: PubChem (NCI)
